Screening results: PubChem, National Center for Advancing Translational Sciences (NCATS)
N370S GC mod: qHTS Assay for Inhibitors and Activators of N370S glucocerebrosidase as a Potential Chaperone Treatment of Gaucher Disease; N370S GC spleen homogenate, 4MU-glucoside fluorescence; Potency, µM (top dose mostly 59.4 µM), inactives show top-dose activity change, negative = inhibition, most hits filed as inhibitors; Lysosomal acid glucosylceramidase (Homo sapiens), P04062; 0.092% of 330,000 active;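 further: 0% = full enzyme activity and -100% = no enzyme basal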
FEN1 inh: qHTS Assay for the Inhibitors of Human Flap endonuclease 1 (FEN1); 0.35% of 390,000 active; Potency, µM (series often up to 114 µM), inactives show at the highest dose activity change, negative = inhibition, hits mostly inhibitors; AID 588795, 2011; Recombinant FEN1 flap cleavage, fluorescence, 15 min; further: nearly all actives have a fitted effect of over 65% in size
Target sequence (P39748 whole entry, looked up): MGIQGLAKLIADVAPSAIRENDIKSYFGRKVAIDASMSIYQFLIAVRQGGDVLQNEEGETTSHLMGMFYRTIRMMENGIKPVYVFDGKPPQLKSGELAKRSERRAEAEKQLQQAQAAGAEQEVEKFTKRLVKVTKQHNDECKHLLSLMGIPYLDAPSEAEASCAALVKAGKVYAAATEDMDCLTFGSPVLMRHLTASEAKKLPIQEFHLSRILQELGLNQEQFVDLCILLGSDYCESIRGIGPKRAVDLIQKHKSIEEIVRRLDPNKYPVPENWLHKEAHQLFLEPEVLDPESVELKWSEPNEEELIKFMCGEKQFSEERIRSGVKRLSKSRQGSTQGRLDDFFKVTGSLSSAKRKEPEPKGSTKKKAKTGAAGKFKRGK
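Read-out was taken twice, immediately and after 15 min, following addition of 50 nM substrate to 10 nM FEN1 that had sat with test compound for 15 min at room temperature. Curves came from a four-parameter Hill model.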
GCN5L2 inh: qHTS Assay for Inhibitors of GCN5L2. Histone acetyltransferase KAT2A (Homo sapiens), Q92830. GCN5L2 HAT assay, ThioGlo1 CoA-SH fluorescence. Potency, µM (series often up to 58.9 µM), inactives show at the highest dose activity change, negative = inhibition, most hits filed as inhibitors. 0.21% of 390,000 active. AID 504327, 2011
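GCN5L2 (20nM final) in 50mM HEPES, 0.1mM EDTA pH 7.5, 0.01% Tween-20 was preincubated 15 min at room temperature with compound, then given ThioGlo1 (50uM), H3(1-25) peptide (75uM) and acetyl-CoA (70uM); CoA-thiol fluorescence (Ex340/Em540) was read at 0 and 20 min.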
* hit, by the source's call; u = inconclusive; x = not tested or not shown; & = joins results of further samples; [ ] = remark or other dose. The call rests on the fitted dose curve; in most records, active means well fitted curve in the direction sought with a large enough effect; inconclusive means small, poorly fitted or top-dose-only effect, or another doubt; inactive means no such curve, though single readings can be large; an effect the other way counts as inactive or inconclusive. Unless noted, on the % scale 0 is the no-effect control and ±100 the full control effect; potency means the concentration at half of the fitted maximal effect. Not all compounds are listed; count on the stated rates, not on these rows.

| # | smiles | N370S GC mod | GCN5L2 inh | FEN1 inh |
| --- | --- | --- | --- | --- |
| 1 | CCOc1ccc(C(=O)CC(NCc2cccs2)C(=O)O)cc1 (stereo not given) | -6% | -4% | 9% |
| 2 | Cn1c(=O)n(Cc2ccc(Cl)cc2)c2ccccc21 | 6% | -2% | -14% |
| 3 | Cc1cc2c(cc1S(=O)(=O)N1CCN(c3cccc(C(F)(F)F)c3)CC1)OCC(=O)N2 | -3% | -1% | -7% |
| 4 | Cc1cc(C)c(NC(=O)c2cn3c4c(c(N5CCN(C)CC5)c(F)cc4c2=O)OCC3C)c(C)c1 (stereo not given) | 3% | -3% | 6% |
| 5 | CC(=O)N1CCC(N(Cc2ccco2)C(=O)Nc2ccc(Br)cc2F)CC1 | x | -3% | -7% |
| 6 | COc1cccc(C(=O)NC(=O)Nc2cc(C)[nH]n2)c1 | -8% | 19% | 15% |
| 7 | CC(=O)NS(=O)(=O)c1ccc(NC(=O)COc2cccc3c2OC(C)(C)C3)cc1 | -1% | -5% | 2% |
| 8 | COc1cccc(CN2CCN(C(=O)C3CCC(=O)N(C4CCCC4)C3)CC2)c1 (stereo not given) | 5% | -1% | -3% |
| 9 | Cc1cccc(N2CCN(C(=O)C3CCC(CNS(=O)(=O)c4ccc(Br)s4)CC3)CC2)c1C (stereo not given) | x | 1% | 14% |
| 10 | COc1ccc(CCNC(=O)CCN2C(=O)[C@@H]3Cc4ccccc4CN3C2=O)cc1OC | 4% | -15% | 19% |
| 11 | O=C1C2C3C=CC(C4CC34)C2C(=O)N1Cc1ccccc1 (stereo not given) | 13% | 2% | -3% |
| 12 | COCC(=O)N(C)c1nnc(-c2cnccn2)s1 | x | -5% | -6% |
| 13 | CCn1c(CC(=O)Nc2ccc(C)cc2)nnc1SCC(=O)N1CCN(c2ccccc2)CC1 | -9% | 2% | 7% |
| 14 | CC(CC(=O)OCC(=O)Nc1ccc2[nH]c(=O)[nH]c2c1)c1ccccc1 (stereo not given) | x | 0% | -36% |
| 15 | CC(NC(=O)C(=O)NCC1CCCO1)c1ccccc1 (stereo not given) | 4% | -1% | 10% |
| 16 | Cn1cccc1/C=N/NC(=O)c1cccc(OC(F)(F)C(F)F)c1 | 6% | -1% | -6% |
| 17 | Cn1c(=O)n(C)c2cc(NS(C)(=O)=O)ccc21 | 7% | -4% | 0% |
| 18 | Cc1cccc(NCc2ccc([N+](=O)[O-])s2)c1 | 1% | -5% | -14% |
| 19 | COc1ccc(S(=O)(=O)CCC(=O)N2CCN(c3cccc(Cl)c3)CC2)cc1 | -6% | -2% | 0% |
| 20 | CCc1nc2cccnc2n1-c1ccc(CC(=O)Nc2ccccc2Cl)cc1 | x | 0% | -8% |
| 21 | CNCc1ccccc1OCC(=O)Nc1ccccc1OC | 9% | -9%[0.501 µM] | -1% |
| 22 | Cc1cc(Cl)cc(Br)c1OCCCN1C(=O)NC(C)(C)C1=O | -8% | -5% | -18% |
| 23 | COc1ccc(N(C)C(=O)Cc2c(C(=O)O)n(C)c3ccccc23)cc1 | -11% | u | -14% |
| 24 | Cc1cc(OCC(=O)N(Cc2ccco2)c2c(N)n(Cc3ccccc3)c(=O)[nH]c2=O)ccc1Cl | x | -9% | -1% |
| 25 | Cc1cc(C)nc(NS(=O)(=O)c2ccc(NC(=S)NC(=O)C(C)C)cc2)n1 | 18% | -2% | 4% |
| 26 | Fc1ccccc1N1CCN(c2nnc(C(F)(F)F)c3nnn(Cc4ccccc4)c23)CC1 | x | 1% | -14% |
| 27 | CC(NCc1ccccc1Cl)C(=O)Nc1ccc(S(=O)(=O)N2CCCC2)cc1 (stereo not given) | -2% | -9% | -3% |
| 28 | Cc1ccc(OCCNC(=O)c2cc(=O)[nH]c3ccccc23)cc1 | -18% | -6% | 1% |
| 29 | CN1C2C=C3C(C#N)=C(N)C(C#N)(C#N)[C@@H](c4cccc(F)c4)[C@@H]3C1CC2 (stereo not given in full) | -23% | 34%[activator] | -2% |
| 30 | CCN1CCN(C(c2ccc(OC)cc2)c2c(O)cc(C)n(Cc3ccco3)c2=O)CC1 (stereo not given) | x | -11% | 4% |
| 31 | O=C1/C(=C/c2ccc(F)cc2)CCC1C1CCCC1 (stereo not given) | 1% | -2% | 7% |
| 32 | Cc1ccc(S(=O)(=O)c2nnn3c2nc(N2CCN(c4ccccn4)CC2)c2ccccc23)cc1 | 14% | -4% | -4% |
| 33 | CCCCCCNC(=O)Cc1nc2nc(C)cc(C)n2n1 | -1% | 1% | 10% |
| 34 | CC(C)CC(=O)OCc1cc(=O)n2nc(C3CCCCC3)sc2n1 | x | 3% | 1% |
| 35 | CCCc1ccc(-c2ccc(C(=O)Oc3ccc(Br)cc3)cc2)nc1 | x | -13% | -2% |
| 36 | CC(C)CN(C(=O)CSc1nncs1)c1c(N)n(CC(C)C)c(=O)[nH]c1=O | 6% | 0% | 1% |
| 37 | CCOc1ccc(CNC2CCCc3ccccc32)cc1 (stereo not given) | -1% | 0% | 11% |
| 38 | CCN1C(=O)[C@H]2[C@@H](c3ccc(-c4ccccc4)c(OC)c3)N[C@@](Cc3ccccc3)(C(=O)OC)[C@H]2C1=O | 0% | -18% | -6% |
| 39 | O=C(CSc1nc2ccccc2c(=O)n1CC1CCCO1)NCc1ccc2c(c1)OCO2 (stereo not given) | 11% | -3% | -3% |
| 40 | O=C(NCCCn1ccnc1)/C(=C\c1cccs1)NC(=O)c1ccccc1 | -2% | 0% | 0% |
| 41 | COc1ccc(OC)c(S(=O)(=O)NCc2ccc3c(c2)CCN3C(=O)c2cccc(C)c2)c1 | x | -23% | -14% |
| 42 | O=C(Cc1ccccc1)Nc1ccccc1CO | 3% | 1% | 11% |
| 43 | COc1cccc(-c2nn(-c3ccccc3)cc2/C=C(/NC(=O)c2ccccc2)C(=O)O)c1 | -5% | -7% | -13% |
| 44 | Nc1c(C(=O)c2ccc(Br)cc2)oc2ccccc12 | 1% | -9% | -7% |
| 45 | COc1ccc(S(=O)(=O)NCC(=O)N(Cc2ccco2)C(C(=O)NC(C)(C)C)C(C)C)cc1 (stereo not given) | -4% | 0% | 3% |
| 46 | CC(C)(CNC(=O)c1sc2cc(F)ccc2c1Cl)N1CCOCC1 | -9% | -2% | -13% |
| 47 | O=C(Cn1ccc([N+](=O)[O-])n1)NCc1ccco1 | -11% | -5% | -16% |
| 48 | COc1ccc(C2CC(O)(c3ccccc3)Oc3c(C)ccc(C)c32)cc1 (stereo not given) | 6%&19% | -28% | -22%&-27% |

Shown field by field: part of the list above.
42: O=C(Cc1ccccc1)Nc1ccccc1CO
  N370S GC mod: 3%
  GCN5L2 inh: 1%
  FEN1 inh: 11%

43: COc1cccc(-c2nn(-c3ccccc3)cc2/C=C(/NC(=O)c2ccccc2)C(=O)O)c1
  N370S GC mod: -5%
  GCN5L2 inh: -7%
  FEN1 inh: -13%

Continued:
| # | smiles | N370S GC mod | GCN5L2 inh | FEN1 inh |
| --- | --- | --- | --- | --- |
| 49 | CCOC(=O)Cc1nnc2c(Nc3ccc(C)cc3)nc3nonc3n12 | -5% | -1% | 2% |
| 50 | CCC(C)NC(=S)NNC(=O)c1ccc(C(C)(C)C)cc1 (stereo not given) | 8% | -5% | -1% |
| 51 | CC(C)NC(=O)COC(=O)c1cc(F)c(F)cc1Cl | x | 2% | 1% |
| 52 | CC(=O)OCC(=O)Nc1ccc(C(C)=O)cc1 | 15% | -5% | 3% |
| 53 | CCOC(=O)C1CCCN(C/C(O)=C(\C#N)c2nc(-c3ccccc3)cs2)C1 (stereo not given) | 16% | -5% | 0% |
| 54 | Cc1ccc[n+](CC(=O)c2cc3ccccc3oc2=O)c1 | -2% | -25% | -1% |
| 55 | O=C(CNc1ccc(Br)cc1)Nc1ccc(S(=O)(=O)N2CCCC2)cc1 | x | -6% | -14% |
| 56 | COc1cc(-c2nnc(-c3cccnc3)o2)cc(OC)c1OC | -2% | -4% | 3% |
| 57 | CCOC(=O)c1cn(Cc2ccc(Cl)cc2Cl)c2cc(C)nn2c1=O | 14% | -2% | 7% |
| 58 | COc1ccc(-c2cc(OC(=O)c3cccc(Cl)c3)c3c(C)oc(C)c3c(=O)c2)cc1 | x | -13% | -22% |
| 59 | CCOC(=O)C1CCN(C(=O)Cc2ccc(-c3ccccc3)cc2)CC1 | -5% | -3% | -7% |
| 60 | COc1ccc(NC(=O)CCS(=O)(=O)c2ccccc2)c(OC)c1 | 3% | 2% | -15% |
| 61 | COc1ccc(NC(=O)CSc2nccn2Cc2ccco2)cc1OC | -1% | 0%&-3% | -6%&-9% |
| 62 | COCCn1cc(C(=S)N2CCCCC2)c2ccccc21 | 2% | -1% | 0% |
| 63 | CCOc1ccc2nc(N(CCN(C)C)C(=O)c3ccc4ccccc4c3)sc2c1 | -11% | 2% | -14% |
| 64 | O=C(COC(=O)C1COc2ccccc2O1)NC1CCCCC1 (stereo not given) | x | -2% | -7% |
| 65 | Cc1ccc2[nH]c(=O)c(CN(Cc3ccco3)C(=O)N3CCOCC3)cc2c1 | 1% | 1% | 2% |
| 66 | CN1CCN(S(=O)(=O)c2ccc(SCCOc3ccc(Cl)cc3)nc2)CC1 | x | -11% | 5% |
| 67 | COc1ccc(N2C(=O)CC(NNc3nc4ccccc4s3)C2=O)cc1 (stereo not given) | -5% | 9% | -4% |
| 68 | CC(C)c1ccc(/C=C(/C#N)c2nnc(NC(=O)c3ccccc3)s2)cc1 | 5% | -4% | -8% |
| 69 | O=C(Nc1ccc(F)c([N+](=O)[O-])c1)C(=O)c1c(O)[nH]c2ccccc12 | -9% | -2% | -10% |
| 70 | S=C(Nc1ccc(Br)cc1)N1CCn2cccc2C1c1cccnc1 (stereo not given) | -3% | -18% | -9% |
| 71 | FC(F)(F)c1ccccc1-n1c(-c2cnccn2)n[nH]c1=S | 1% | -1% | 19% |
| 72 | CCc1ccccc1NC(=O)CCS(=O)(=O)c1ccc(Br)cc1 | -7% | 21% | -7% |
| 73 | Cc1cc(C)c2c(N)c(C(=O)N3CCc4ccccc4C3)sc2n1 | 6% | 0% | 9% |
| 74 | Nc1nc(NCC2CCCO2)nc(Nc2ccccc2F)c1[N+](=O)[O-] (stereo not given) | 0% | -1% | 0% |
| 75 | CC1CCc2nc(NC(=O)CN3CCN(c4ccccc4)CC3)sc2C1 (stereo not given) | 5% | -7% | 11% |
| 76 | COc1ccc(CN2C(=O)c3cccnc3C2=O)cc1S(=O)(=O)N(C)c1ccc(C)cc1 | -19% | -2% | -16% |
| 77 | Cc1ccccc1NC(=O)c1c(C)oc2ccc(O)c(CN3CCN(C)CC3)c12 | x | 3% | 0% |
| 78 | CCOc1ccc(NC(=O)CNC(=O)Cc2ccccc2)cc1 | -7% | -9% | 1% |
| 79 | O=C(CSc1c2c(nc3ccccc13)CCC2)Nc1ccc(F)cc1F | x | -4% | -17% |
| 80 | Cc1[nH]c2ccccc2c1C(=O)COC(=O)c1cccc(S(=O)(=O)N2CCCCC2)c1 | 6% | -7% | 13% |
| 81 | CCN(CC)S(=O)(=O)c1ccc(Cl)c(NC(=O)c2cc(Cl)ccc2Cl)c1 | -1% | 1% | 3% |

Four of the compounds above, with each value named.
75	CC1CCc2nc(NC(=O)CN3CCN(c4ccccc4)CC3)sc2C1 (stereo not given)
  N370S GC mod = 5%
  GCN5L2 inh = -7%
  FEN1 inh = 11%

76	COc1ccc(CN2C(=O)c3cccnc3C2=O)cc1S(=O)(=O)N(C)c1ccc(C)cc1
  N370S GC mod = -19%
  GCN5L2 inh = -2%
  FEN1 inh = -16%

77	Cc1ccccc1NC(=O)c1c(C)oc2ccc(O)c(CN3CCN(C)CC3)c12
  N370S GC mod = x
  GCN5L2 inh = 3%
  FEN1 inh = 0%

78	CCOc1ccc(NC(=O)CNC(=O)Cc2ccccc2)cc1
  N370S GC mod = -7%
  GCN5L2 inh = -9%
  FEN1 inh = 1%
